GAA inhib: alpha-glucosidase (human) inhibition; P10253; purified human GAA, 4-MU-alpha-glucoside fluorescence; Potency, µM (series often up to 76.9 µM), without a hit: at the top dose activity change, negative = inhibition, actives largely listed as inhibitors; 200,000 tested, 0.005% active; AID 1466;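 note: plate controls were uninhibited enzyme wells for no effect and no-enzyme background for full effect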
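qHTS format, compound range up to 77 uM. Human lysosomal enzyme at 4 nM, 400 uM 4-MU glucoside substrate, pH 5.0, 20 min room temperature; fluorescence after alkaline stop gives activity normalized to controls.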
HTT ATP protect: cytoprotection in Huntington HTT-Q103 PC12 cell model; PC12 HTT-Q103 induced, cytoprotection, ATP luminescence, 40 h; Potency, µM (titrated, usually from 56.4 µM), inactives show cytoprotection (ATP increase), actives largely listed as activators; 230,000 tested, 0.14% active;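 note: % of control where 0% means no effect; nearly all actives have a fitted effect of over 45% in size; toxic huntingtin expression switched on by the ecdysone agonist tebufenozide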
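Stable PC12 Q103-GFP cells in serum-supplemented, phenol red-free DMEM; induction by tebufenozide at 100 nM final; compound dose series; cell viability quantified luminescently from ATP.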
Tau fluor counter: counter-screen for tau fibril formation inhibitors; 280,000 tested, 0.93% active; tau K18 P301L Alexa594 fluorescence, heparin fibrillization; Potency, µM (top dose mostly 57.7 µM), inactives show top-dose activity change, negative = decrease; note: % is set by controls: 0 for no effect and ±100 for the full control effect; nearly all actives have a fitted effect of over 55% in size
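Human K18 P301L tau (15 uM unlabeled plus 0.24 uM Alexa 594-labeled, final) in 100 mM sodium acetate pH 7 was mixed with compound and 20 uM heparin and incubated 6 hr at 37 C.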
GAA glycogen: alters human alpha-glucosidase cleavage of glycogen; 300,000 tested, 0.38% active; recombinant GAA, glycogen substrate, Amplex Red glucose oxidase fluorescence; Potency, µM (titrated, usually from 76.4 µM), inactives show at the top dose activity change, negative = inhibition, usual class: inhibitors;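 note: 0% = full enzyme reaction and -100% = no-enzyme basal signal; the screen sought inhibitors and activators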
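Recombinant enzyme (4 nM final) with compounds titrated up to 77 uM and bovine liver glycogen (30 ug) in citrate pH 5.0, 0.01% Tween-20, 37 C 40 min. Released glucose detected by Amplex Red/glucose oxidase (Ex 573/Em 610); AC50 from Hill fits.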
Tau FP inhib: inhibitors of human tau fibril formation; P10636; K18 P301L tau heparin fibrillization, Alexa594 FP, 6 h; Potency, µM (series often up to 57.7 µM), for inactives: at the highest dose activity, negative = inhibition, usual class: inhibitors; 280,000 tested, 0.39% active; AID 1468; note: % is set by controls: 0 for no effect and ±100 for the full control effect; nearly all actives have a fitted effect of over 55% in size
Target sequence (P10636 561-689 P618L limits assumed): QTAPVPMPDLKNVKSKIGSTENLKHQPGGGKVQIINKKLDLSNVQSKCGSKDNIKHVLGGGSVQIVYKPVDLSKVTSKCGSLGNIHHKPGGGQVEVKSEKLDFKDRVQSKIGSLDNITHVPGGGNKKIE
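Quantitative HTS format: compounds meet 15 uM recombinant K18 P301L tau and Alexa 594-tau tracer in 100 mM sodium acetate pH 7; 20 uM heparin triggers fibrillization at 37 C over 6 hr; FP gives the signal.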
GAA spleen mod: lysosomal alpha-glucosidase (human) modulation. Potency, µM (series often up to 79.9 µM), for inactives: at the top dose activity change, negative = inhibition, most hits filed as inhibitors. human spleen homogenate, 4-MU-alpha-glucoside fluorescence. 240,000 tested, 0.006% active. P10253;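 note: 0% = enzyme with vehicle and -100% = no enzyme basal signal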
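Human spleen homogenate (1 ug) with 4-methylumbelliferyl-alpha-D-glucopyranoside (1 mM final) in 50 mM citrate/phosphate pH 5.0, 0.01% Tween-20; 40 min at 37 C. Stopped at pH 10; 4-MU fluorescence Ex 365/Em 440 nm; AC50 by Hill fit.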
aGal spleen mod: inhibitors or activators of human alpha-galactosidase in spleen homogenate. 240,000 tested, 0.008% active. Potency, µM (top dose mostly 80 µM), inactives show top-dose activity change, negative = inhibition, hits mostly inhibitors. human spleen homogenate, 4MU-alpha-Gal fluorescence, 40 min;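 note: 0% = enzyme with vehicle and -100% = no enzyme basal signal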
Target sequence (P06280 32-429 limits assumed): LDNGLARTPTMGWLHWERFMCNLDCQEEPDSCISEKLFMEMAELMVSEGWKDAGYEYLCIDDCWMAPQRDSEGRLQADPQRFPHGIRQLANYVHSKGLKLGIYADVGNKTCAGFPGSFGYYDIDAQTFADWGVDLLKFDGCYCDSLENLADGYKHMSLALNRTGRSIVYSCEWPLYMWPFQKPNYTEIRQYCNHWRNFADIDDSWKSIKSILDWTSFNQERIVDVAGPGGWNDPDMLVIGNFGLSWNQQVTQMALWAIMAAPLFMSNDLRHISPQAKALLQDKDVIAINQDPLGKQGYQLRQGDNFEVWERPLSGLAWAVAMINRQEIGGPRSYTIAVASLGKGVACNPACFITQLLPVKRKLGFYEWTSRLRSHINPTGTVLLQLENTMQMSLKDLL
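Fluorogenic readout (Ex 365/Em 440 nm) of 4-methylumbelliferone released from 1 mM 4-MU-alpha-galactoside by spleen homogenate, 40 min at 37C, pH 5.0. Data normalized to no-enzyme and enzyme controls; Hill-equation AC50 from compound titrations.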
Tau fibril ThT: tau fibrillization inhibition (ThT binding) | recombinant tau K18 P301L, heparin-induced fibrillization, ThT fluorescence | Potency, µM (doses to about 57.4 µM), without a hit: top-dose activity, negative = inhibition, hits mostly inhibitors | 270,000 tested, 2.1% active; note: % is set by controls: 0 for no effect and ±100 for the full control effect; nearly all actives have a fitted effect of over 55% in size
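Fibril formation assay: tau K18 P301L at 15 uM with trace Alexa 594 label, heparin inducer 20 uM, pH 7 sodium acetate buffer, 37 C for 6 hr; endpoint ThT signal.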
* hit, by the source's call; ? = inconclusive; . = not tested or not shown; [ ] = remark or other dose. Calls come from the whole dose curve; as a rule, active = well fitted curve in the direction sought with a large enough effect; inconclusive = small, poorly fitted or top-dose-only effect, or another doubt; inactive = no such curve, though single readings can be large; an effect the other way counts as inactive or inconclusive. Potency is the fitted concentration of half-maximal effect.

item	mol	GAA inhib	HTT ATP protect	Tau fluor counter	GAA glycogen
1	CC(=O)Nc1ccc(NC(=O)c2ccc(-n3c(C)ccc3C)cc2)cc1	5.0%	-18.7%[10 µM]	-2.7%	22.1%
2	CCCCC(=O)OC1=C(C(=O)c2ccccc2)N(CCC)S(=O)(=O)c2ccccc21	.	.	-14.3%	8.1%[76.3 µM]
3	CN1CCN(c2cnn(-c3ccccc3)c(=O)c2Br)CC1	1.7%	.	-3.5%	-4.6%
4	CCN1CCc2c(sc3c2c(NCc2ccco2)nc2nnnn23)C1	?	-22.0%	-17.2%	?
5	Cc1ccc(Cl)cc1NC(=O)CCN1C(=O)C2C3CCC(C3)C2C1=O (stereo unspecified)	6.0%	0.6%	-1.9%	22.4%
6	Cc1cccc(C(=O)N/N=C/c2ccc[nH]2)c1	9.1%	.	-10.5%	-2.2%
7	CCCN1Cc2cccc(C(=O)Nc3ccccc3C(=O)OC)c2C1=O	.	.	-10.9%	-8.1%[76.3 µM]
8	COc1ccccc1-n1cc(-c2ccc(C)cc2)nc1S(=O)(=O)CC(=O)Nc1ccccc1C(F)(F)F	.	.	-20.9%	-20.5%[76.3 µM]

item	Tau FP inhib	GAA spleen mod	aGal spleen mod	Tau fibril ThT
1	0.8%	0.1%	1.1%	5.7%
2	7.5%	.	.	?
3	1.9%	14.1%	6.1%	3.1%
4	?	28.7%	?	?
5	2.0%	-4.1%	-19.9%	-2.1%
6	3.5%	-3.6%	2.2%	?
7	0.7%	.	.	-6.5%
8	-4.8%	.	.	?

One compound at a time, as listed above. Order of values: GAA inhib, HTT ATP protect, Tau fluor counter, GAA glycogen, Tau FP inhib, GAA spleen mod, aGal spleen mod, Tau fibril ThT
CCCN1Cc2cccc(C(=O)Nc3ccccc3C(=O)OC)c2C1=O is entered as ., ., -10.9%, -8.1%[76.3 µM], 0.7%, ., ., -6.5%
CC(=O)Nc1ccc(NC(=O)c2ccc(-n3c(C)ccc3C)cc2)cc1 is entered as 5.0%, -18.7%[10 µM], -2.7%, 22.1%, 0.8%, 0.1%, 1.1%, 5.7%
CCN1CCc2c(sc3c2c(NCc2ccco2)nc2nnnn23)C1 is entered as ?, -22.0%, -17.2%, ?, ?, 28.7%, ?, ?
Cc1cccc(C(=O)N/N=C/c2ccc[nH]2)c1 is entered as 9.1%, ., -10.5%, -2.2%, 3.5%, -3.6%, 2.2%, ?

Continuation:
item	mol	GAA inhib	HTT ATP protect	Tau fluor counter	GAA glycogen
9	C/C(=N\Nc1nc(-c2ccccc2)cs1)c1cccs1	-0.7%	4.6%[10 µM]	-26.0%	-3.9%
10	CCOC(=O)N1CCN(C(=O)CN(C2CCCCC2)S(=O)(=O)c2c(C)cc(C)cc2C)CC1	-31.8%	7.8%	-4.9%	-4.6%
11	COCCNC(=O)COC(=O)C1=Cc2ccccc2OC1	2.6%	27.8%[10 µM]	-4.9%	-1.2%
12	Cc1cc(NC(=O)CSc2nnc(CNc3ccc(F)cc3)n2C2CCCCC2)no1	2.3%	-5.5%	-14.3%	3.0%
13	CCc1nnc(NC(=O)c2ccc(OC)cc2)s1	1.3%	-42.2%[inhibitor][10 µM]	-14.5%	-0.2%
14	COc1ccc(N2CCN(C(=O)C3CCCN(C(=O)c4cc5sccc5n4C)C3)CC2)cc1 (stereo unspecified)	.	.	?	3.7%[76.3 µM]
15	Cc1ccc(C(=O)C2Oc3ccccc3C3CC(c4ccc(C)cc4)=NN23)cc1 (stereo unspecified)	-11.9%	6.5%[10 µM]	-4.2%	7.2%
16	NS(=O)(=O)c1ccc(CCN=Cc2ccccc2O)cc1	-7.1%	-19.2%[10 µM]	-3.4%	3.3%

item	Tau FP inhib	GAA spleen mod	aGal spleen mod	Tau fibril ThT
9	6.1%	-3.2%	1.0%	?
10	0.8%	-8.2%	1.4%	-10.6%
11	1.3%	11.4%	9.3%	-8.4%
12	3.3%	0.6%	4.7%	-11.6%
13	-11.5%	5.4%	1.3%	-13.6%
14	0.2%	.	.	?
15	-16.1%	0.6%	2.0%	-1.7%
16	-6.6%	2.6%	-5.4%	-7.5%

Continuation:
item	mol	GAA inhib	HTT ATP protect	Tau fluor counter	GAA glycogen
17	Cc1ccc(Nc2nc(N)c([N+](=O)[O-])c(NCc3ccccc3)n2)cc1	.	9.1%[10 µM]	?	-1.2%
18	Cc1ccc(Cl)cc1N1CCN(C(=S)NCCc2ccccc2)CC1	-7.2%	-95.0%[inhibitor]	?	-14.8%
19	CCC1CCc2c(sc3ncnc(N4CCOCC4)c23)C1 (stereo unspecified)	-3.6%	-14.1%[10 µM]	2.6%	6.2%
20	CC(=O)C(=Cc1ccc(O)cc1)C(C)=O	-7.1%	5.6%[10 µM]	0.9%	-0.3%
21	Cc1ccnc(NC(=O)c2ccc(Cl)c(NC(=O)CCc3ccccc3)c2)c1	8.4%	21.8%	6.3%	9.3%
22	CC(C)(C)C(=O)NC(NC(=S)Nc1ccc(S(N)(=O)=O)cc1)C(Cl)(Cl)Cl (stereo unspecified)	-1.7%	13.4%[10 µM]	-12.8%	9.0%
23	Nc1c(Cl)ncnc1N/N=C/c1ccc(O)cc1	.	19.1%[10 µM]	?	?
24	COc1ccc(N2CCN(C(=O)CSCc3nc(-c4ccccc4Cl)oc3C)CC2)cc1	.	.	?	-7.7%[76.3 µM]

item	Tau FP inhib	GAA spleen mod	aGal spleen mod	Tau fibril ThT
17	?	0.3%	2.5%	?
18	-11.8%	8.4%	6.0%	?
19	-4.3%	-9.4%	-7.5%	4.8%
20	-2.0%	3.9%	3.4%	-4.7%
21	1.5%	-3.2%	-1.0%	11.5%
22	-10.6%	-6.2%	-0.3%	-3.3%
23	3.3%	1.9%	-6.1%	?
24	2.6%	.	.	?

The listing continues.
item	mol	GAA inhib	HTT ATP protect	Tau fluor counter	GAA glycogen
25	O=C(NNC1CC(=O)N(c2ccccc2)C1=O)c1ccco1 (stereo unspecified)	8.1%	.	12.7%	?
26	C=CCOc1ccc(Br)cc1/C=N/O	-10.1%	16.6%	-15.3%	-0.1%
27	C=CC(C1=CC(=O)C(OC)=C(OC)C1=O)c1ccccc1 (stereo unspecified)	.	.	25.1µM*[quencher]	.
28	Cc1[nH]nc(N2CCCCCC2)c1[N+](=O)[O-]	?	-14.0%	0.1%	0.8%
29	CCOC(=O)/C=C1\SCC(=O)N1CC(=O)Nc1ccccc1OC(F)F	0.0%	-6.9%[4.97 µM]	-3.3%	5.1%
30	Cc1ccc(C)c(N2CCN(C(=O)c3ccc(CS(=O)(=O)c4ccc(Br)cc4)o3)CC2)c1	.	.	-28.0%	-16.3%[76.3 µM]
31	C/C=C/c1ccc(Oc2nnnn2-c2ccc(C(N)=O)cc2)c(OC)c1	-0.3%	-0.3%[0.074 µM]	-17.8%	-3.3%
32	CCCc1ccc(OCc2ccc(C(=O)NCc3cccnc3)o2)c(OC)c1	2.0%	2.8%[10 µM]	4.6%[2.34 µM]	-14.0%

item	Tau FP inhib	GAA spleen mod	aGal spleen mod	Tau fibril ThT
25	5.0%	7.9%	12.7%	5.8%
26	-8.9%	-4.8%	-3.8%	-19.2%
27	?	-5.1%	-3.4%	12.6µM*
28	0.2%	-3.9%	-0.8%	-10.0%
29	2.4%	0.1%	3.3%	-0.1%
30	-12.0%	.	.	-21.9%
31	-6.6%	-3.5%	7.0%	-7.9%
32	12.0%	-4.9%	-9.7%	-2.8%

Next records follow:
item	mol	GAA inhib	HTT ATP protect	Tau fluor counter	GAA glycogen
33	COc1cccc(NC(=O)Cn2c(=O)n(-c3ccccc3)c(=O)c3oc4ccccc4c32)c1	-2.0%	8.0%[10 µM]	-27.2%	7.3%
34	O=c1oc2ccc3ccccc3c2cc1-c1nnc(Nc2ccccc2F)s1	.	.	-27.0%	15.5%[76.3 µM]
35	Cc1ccc(C)n1-c1ccc(C(=O)NCC2CCCO2)cc1 (stereo unspecified)	0.1%	23.3%	-1.5%	?
36	COC(=O)c1ccc(C(=O)OC)c(NC(=O)CN(C)Cc2cccc(Cl)c2Cl)c1	-8.6%	.	-18.8%	-14.0%
37	O=C(CSc1nnc(-c2cccs2)o1)N1CCOCC1	-2.6%	12.0%[10 µM]	7.1%	4.1%
38	Cc1ccc(C(c2nnnn2C(C)(C)C)N2CCc3ccccc3C2)cc1 (stereo unspecified)	-10.4%	-8.2%[10 µM]	6.5%	3.0%
39	CCS(=O)(=O)N1CCC(C(=O)NCc2ccccc2OC)CC1	-3.9%	-42.0%[inhibitor]	-1.8%	2.3%
40	COCCNC(=O)CSc1nc(-c2ccc(F)cc2)[nH]c1-c1ccc(Cl)cc1	.	.	?	6.2%[76.3 µM]

item	Tau FP inhib	GAA spleen mod	aGal spleen mod	Tau fibril ThT
33	-10.6%	-25.0%	-13.5%	4.2%
34	-18.0%	.	.	?
35	-0.7%	0.9%	4.4%	?
36	4.5%	-4.4%	6.2%	?
37	-4.2%	-6.7%	-3.3%	13.6%
38	-0.6%	-3.3%	1.4%	-1.2%
39	-10.4%	-0.9%	7.5%	-2.9%
40	?	.	.	-12.8%

Remaining list, next part
item	mol	GAA inhib	HTT ATP protect	Tau fluor counter	GAA glycogen
41	CCOC(=O)C1(Cc2cccc(F)c2)CCN(Cc2cn(CC)nc2C)CC1	.	18.5%[10 µM]	11.7%	-10.6%
42	COc1ccc(C2NC(C(=O)O)CS2)cc1COCC(F)(F)F (stereo unspecified)	-0.4%	8.3%	-0.6%	4.8%
43	C#CC(=O)N(c1ccc(OC)cc1OC)C(C(=O)NC1CCCC1)c1cccs1 (stereo unspecified)	6.1%	17.5%[10 µM]	-3.4%	-7.8%
44	CCC(=O)N(Cc1ccco1)c1nc(-c2ccccc2)cs1	-7.0%	-2.3%	-10.0%	9.7%
45	CCOc1cc(CNCCSc2nnnn2C)cc(Br)c1OCc1ccccc1F	-11.1%	-30.3%	-16.0%	4.8%
46	Cc1cc(C)cc(C(=O)N2CCN(c3ccccn3)CC2)c1	1.4%	-12.5%[10 µM]	-11.8%	9.9%

item	Tau FP inhib	GAA spleen mod	aGal spleen mod	Tau fibril ThT
41	-3.4%	0.4%	2.0%	5.5%
42	-7.2%	-1.3%	2.2%	-4.0%
43	8.9%	6.1%	1.1%	?
44	-9.1%	3.0%	5.2%	-8.5%
45	6.6%	-8.2%	1.9%	-20.6%
46	6.5%	-2.7%	0.7%	-14.8%

Screening data as filed in PubChem BioAssay.
